ZTA counter – counter-screen for EBNA-1 inhibitors: inhibitors of Epstein-Barr virus ZTA | P03206 | ZTA-DNA binding, fluorescence polarization | inhibition, % at 11 µM | hit rate 0.15% among 320,000 | AID 2234; in the data active means inhibition above about 33%
Target sequence (P03206 whole entry, looked up): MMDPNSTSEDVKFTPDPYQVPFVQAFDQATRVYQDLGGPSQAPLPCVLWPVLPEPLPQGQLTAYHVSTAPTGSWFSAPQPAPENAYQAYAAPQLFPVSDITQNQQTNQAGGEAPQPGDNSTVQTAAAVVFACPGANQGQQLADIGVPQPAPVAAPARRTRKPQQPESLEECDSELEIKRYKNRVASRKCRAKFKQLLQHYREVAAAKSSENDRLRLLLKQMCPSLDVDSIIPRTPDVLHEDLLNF
BCLXL inh – inhibitors of human Bcl-xL | AID 2129 | hit rate 0.7% among 320,000 | Q07817 | inhibition, % at 10.9 µM | GST-Bcl-xL / FITC-Bim BH3 peptide fluorescence polarization;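 active means inhibition above the mean of all tested compounds plus 3 SD, cutoff set per campaign, cut at about 30% in these data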;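 further: 0% = DMSO wells and 100% = unlabeled Bim-BH3 peptide competitor; inhibitors lower millipolarization by displacing the labeled peptide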
Target sequence (Q07817 whole entry, looked up): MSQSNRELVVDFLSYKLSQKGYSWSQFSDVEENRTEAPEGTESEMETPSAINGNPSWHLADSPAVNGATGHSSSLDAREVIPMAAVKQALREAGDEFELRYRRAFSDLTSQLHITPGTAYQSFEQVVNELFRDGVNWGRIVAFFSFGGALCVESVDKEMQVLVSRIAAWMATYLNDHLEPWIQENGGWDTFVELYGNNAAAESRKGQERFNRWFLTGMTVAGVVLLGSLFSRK
MCL1-BIM inh – inhibitors of human MCL1 binding to BIM-BH3 peptide; Q07820; GST-MCL1 / FITC-Bim-BH3 fluorescence polarization; inhibition, % at 10.9 µM; hit rate 0.68% among 320,000;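 active means inhibition above the mean inhibition of all tested compounds plus 3 SD, set per campaign, cut at about 40% in these data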;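 further: 0% = DMSO wells and 100% = unlabeled Bim-BH3 peptide control; higher means more loss of mP so more displacement of Bim peptide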
GLD-1 TGE inh – GLD-1-TGE RNA interaction inhibition (C. elegans) | inhibition, % at 5.96 µM | purified GLD-1 + fluorescein TGE RNA, fluorescence polarization | hit rate 0.44% among 320,000 | AID 2280;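 active means percent inhibition above a per-plate cutoff, the plate mean of test compounds plus 3 SD, cut at about 30% in these data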;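 further: 0% = DMSO wells with GLD-1 and probe and 100% = wells lacking GLD-1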
Target sequence (Q17339 whole entry, looked up): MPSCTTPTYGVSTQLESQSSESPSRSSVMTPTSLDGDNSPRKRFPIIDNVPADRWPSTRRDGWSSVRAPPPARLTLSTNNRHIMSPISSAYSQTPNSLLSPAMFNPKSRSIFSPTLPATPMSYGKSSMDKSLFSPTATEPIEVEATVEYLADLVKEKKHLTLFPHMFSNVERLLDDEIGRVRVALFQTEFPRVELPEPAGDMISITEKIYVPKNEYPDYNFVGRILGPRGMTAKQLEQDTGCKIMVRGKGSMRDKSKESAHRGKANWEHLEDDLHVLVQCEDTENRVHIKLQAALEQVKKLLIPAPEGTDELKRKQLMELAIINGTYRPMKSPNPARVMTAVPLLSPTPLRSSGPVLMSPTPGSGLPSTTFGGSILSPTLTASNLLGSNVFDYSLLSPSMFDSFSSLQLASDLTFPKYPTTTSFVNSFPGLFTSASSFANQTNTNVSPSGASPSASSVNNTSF
MEX-5 binding – C. elegans MEX-5 TCR-2 RNA binding activity; Q9XUB2; MEX-5/FITC-TCR2 RNA binding, fluorescence polarization; active compounds read low; activity score (negative = inhibition of binding), % at 10 µM; hit rate 0.38% among 300,000;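 active means inhibition past about -25% in most replicates, and total fluorescence under double the plate's negative control median, limit read from the data; inconclusive means replicates evenly split on the limit, or fluorescence at least double controls; inactive means too little inhibition in most replicates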;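 further: 0% = DMSO and -100% = 5 µM competing unlabeled TCR2 RNA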
EBNA-1 inh – blocks EBNA-1 binding to DNA; hit rate 0.34% among 300,000; EBNA-1 DNA binding, fluorescence polarization; inhibition, % at 14.8 µM; in the data active means inhibition above about 28%
Fam108B inh – Fam108B inhibition, counter-screen for RBBP9 inhibitors; recombinant Fam108B, FP-Rh probe fluorescence polarization; inhibition, % at 9.51 µM; hit rate 0.33% among 300,000;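 active means inhibition above the screen mean inhibition plus 3 SD, computed separately per campaign, cut at about 18% in these data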;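 further: inhibitors lower polarization as less probe binds the enzyme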
CR mimetic SO – caloric restriction mimetics inhibiting age-related superoxide in yeast. AID 2690. S. cerevisiae aged cells, superoxide DHE fluorescence; active compounds read low. superoxide response (% of plate mean), % at 10 µM. hit rate 0.18% among 330,000;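 active means superoxide response under a set limit, about three screen SD below normal, cut at about 65% in these data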;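 further: yeast aged for seven days with compound at 30 °C before DHE staining; 100% = average MFI of all compound-treated wells on the plate with controls excluded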
Efflux pump mplx – blocks antifungal efflux pumps in multiplex yeast assay; S. cerevisiae Candida pump triplex, Nile Red efflux; inhibition, % at 10 µM; hit rate 0.44% among 330,000; AID 485275;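 active means plate passing quality check with inhibition over a set limit, or well fluorescence over plate mean plus 4 SD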;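 further: Nile Red retained in pooled yeast measured as flow cytometry median fluorescence; 0% = buffer negative control and 100% = Enniatin B positive control; higher means more Nile Red kept so more efflux inhibition; some compounds called inactive have numbers as strong as hits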
* hit, by the source's call; ? = inconclusive; . = not tested or not shown.

SMILES	ZTA counter	BCLXL inh	MCL1-BIM inh	GLD-1 TGE inh	MEX-5 binding	EBNA-1 inh	Fam108B inh	CR mimetic SO	Efflux pump mplx
Cc1noc(/C=C/c2cccs2)c1S(=O)(=O)N1CCC(C(=O)NCCCN2CCCC(C)C2)CC1 (configuration not stated)	-2	0	11	-1	1.6	-15	3	102	-0.2
CCCOc1ccc(-c2nnn(CC(=O)OCC)n2)cc1	-7	0	8	1	0.3	6	-1	96	0.0
Nc1nc2nccc(-c3ccccn3)n2n1	-1	3	-4	-2	0.7	-2	1	115	0.4
O=C(Nc1ncccc1O)c1ccc(OCC2CCCO2)cc1 (configuration not stated)	-3	8	17	2	-4.1	-1	6	104	0.0
O=C(CCS(=O)(=O)c1cccc2nsnc12)NC1CCCCC1	-16	12	11	0	-1.0	2	4	93	-0.1
O=C1CN(C(=O)CNC(=O)c2ccc(Cl)cc2Cl)CCN1	4	-2	-1	4	0.0	14	-3	95	-0.1
Cc1cccc2cc(C(c3nnnn3Cc3ccccc3)N3CCCc4ccccc43)c(=O)[nH]c12 (configuration not stated)	-13	1	-4	-1	-1.9	-8	2	105	0.2
Cc1occc1C(=O)Nc1cc(C(C)(C)C)on1	18	1	-3	1	-1.8	0	-1	101	0.1
COc1ccc2oc(-c3ccccc3)c(C(N)=O)c2c1	16	-1	-1	13	-1.8	2	-5	102	0.0
CCN1C(=O)/C(=C/C=C2/CCCN2C)OC1=S	-6	-70	-145	-125	-3.3	-6	2	92	0.0
Cc1cc(F)ccc1NS(=O)(=O)c1c(C(=O)N2CCOCC2)c(C)n(C)c1C	7	2	1	6	0.4	-13	2	114	-0.6
COc1ccc(CCN2C(=O)C(Oc3ccccc3)C2c2ccc3c(c2)OCO3)cc1 (configuration not stated)	11	-2	0	7	-1.1	15	-1	98	-0.1
CCNc1nc(NCC)n2c(SCC(=O)Nc3cc(OC)ccc3OC)nnc2n1	-2	-4	2	-8	-1.1	-13	1	104	0.1
N=c1oc2c3c4c(cc2cc1C(=O)Nc1ccccc1)CCCN4CCC3	-16	165*	191*	88*	?	-2	11	103	1.1
CC1(C)Cc2c(c(-c3ccccc3Cl)[nH]c(=O)c2C#N)CO1	6	3	8	4	0.4	6	8	99	0.0
COc1ccccc1N(C)S(=O)(=O)c1ccc(C(=O)Nc2ccncc2)cc1	11	2	2	0	2.2	5	1	85	-0.1
O=C(NCc1ccco1)c1ccc2c(c1)N(Cc1ccc(Cl)cc1)CCS2	10	6	0	6	-0.9	-6	3	97	0.1
COc1cc(/C=C2\NC(=S)N(C)C2=O)ccc1O	-2	-19	-15	-61	9.9	8	-5	102	0.1
CSCCC(NS(=O)(=O)c1ccccc1F)C(=O)NCC(C)(C)N1CCOCC1 (configuration not stated)	-20	6	-3	5	.	.	.	97	0.2
CNC(=O)c1c(NC(=O)CCS(=O)(=O)c2ccccc2)sc(C)c1C	-3	2	-4	7	0.0	-7	-1	98	-0.1
CC(C)(C)c1ccc(/C=N/NC(=O)CN2CCS(=O)(=O)CC2)cc1	4	3	17	5	-2.1	5	2	97	0.1
CNC(=S)NNC(=O)CCn1nc(C)c(Br)c1C	5	1	2	-5	-3.1	11	-2	93	-0.1
Cc1ccsc1/C=N/NC(=O)c1nnn(-c2nonc2N)c1CN(C)c1ccccc1	3	-3	2	-3	-1.8	-3	-6	87	-0.3
Cc1cc(C)cc(NC(=O)CN2CCC(C(=O)c3ccccc3)CC2)c1	0	8	5	3	-0.1	-6	2	110	0.4
COc1ccc(CCNC(=O)C(=O)NCC2OCCN2S(=O)(=O)c2ccc(C)cc2)cc1 (configuration not stated)	-11	1	6	-3	-1.7	0	1	117	-0.2
O=C(COC(=O)c1ccc2ncsc2c1)Nc1cccc(Cl)c1	-14	0	5	0	.	.	.	117	-0.2
Cc1cccc(N2C(S)=C(C#N)C(=O)NC23CCCCC3)c1	-3	10	16	3	-3.2	-4	-3	93	0.1
CCOC(=O)c1ccc(NC(=O)c2cccc(S(=O)(=O)N3CCN(C(C)=O)CC3)c2)cc1	4	-2	-12	2	-0.9	7	-1	102	0.0
Cc1cccc(CSc2nnc(-c3cnccn3)n2C)c1	-10	2	3	4	5.6	2	0	106	-0.1
Cc1cc(C)c2c(c1)NC(C(=O)O)C1CC=CC21 (configuration not stated)	11	69*	115*	3	-38*	-3	21*	94	0.0
O=C1c2ccccc2C(=O)N1CCc1csc(-c2ccccc2)n1	1	2	3	3	-0.3	8	-2	99	-0.1
Cc1nn(Cc2c(Cl)cccc2Cl)c(C)c1NC(=O)c1cnn2c(C(F)F)cc(-c3ccccc3)nc12	13	3	-6	2	0.7	-5	-1	112	0.1
CS(=O)(=O)NC1c2cccc3cccc(c23)C1Sc1nncn1/N=C/c1ccco1 (configuration not stated)	-6	6	5	3	-2.4	-3	-3	105	-0.1
Cc1ccc(NC(=O)CS(=O)CC(=O)NC2CCN(Cc3ccccc3)CC2)c(C)c1 (configuration not stated)	10	-4	-1	6	-0.1	1	-2	90	0.0
CSCCC(=O)N1CCCC(CNC(=O)c2ccccc2Cl)C1 (configuration not stated)	-2	7	3	-3	1.8	2	0	108	-0.1
CC(=O)NCCNC(=O)c1ccc(CSc2ccc(Cl)cc2)cc1	-13	-5	-3	2	1.1	4	-1	102	0.0
Cn1nc(C(F)(F)F)c(-c2cccc(C(F)(F)F)c2)c1NC(=O)CSCC(=O)O	0	2	1	-4	-0.5	-5	0	107	-0.1
CC(=C\c1ccco1)/C=C1/SC(=S)N(CC(=O)O)C1=O	-16	-3	6	-15	6.3	3	-1	110	-0.1
O=C(OCCc1cc2ccccc2c(=O)o1)c1ccc2c(c1)OCO2	-14	-2	-1	-6	.	.	.	106	-0.5
Cc1ccc(S(=O)(=O)N2CCN(C(=O)c3ccc4c(c3)OCO4)CC2)cc1	5	4	10	0	-1.4	-8	-3	99	0.1
CCOC(=O)C1CCN(c2ncnc3c2oc2ccc(Cl)cc23)CC1	-3	5	0	-1	0.7	-3	-1	104	0.0
COC(=O)c1cc(NC(=S)N2CCN(c3ccccn3)CC2)cc(C(=O)OC)c1	20	3	6	-3	0.6	-8	-8	96	0.1
CCOC(=O)C1=C(CNCCc2ccc(Cl)cc2)NC(=O)NC1c1ccc2c(c1)OCO2 (configuration not stated)	-11	2	9	4	2.5	-5	0	99	0.2
Oc1ccc(/C(Cc2ccccn2)=N\Nc2ccccc2)c(O)c1	3	5	8	-1	1.1	-1	3	93	0.1
O=C(Nc1ccc(CN2CCS(=O)(=O)CC2)cc1)c1ccccc1	4	5	-1	-4	-1.1	2	-6	92	0.1
COc1ccc(NC(=S)NC2CCCCC2)cn1	-1	17	13	15	1.4	7	1	110	-0.1
Cc1cc(C)nc(/N=C(/NC(=O)Nc2ccc(Cl)c(Cl)c2)Nc2cccc(Cl)c2)n1	-3	6	6	3	0.5	3	3	96	0.0
COc1ccc(CC(=O)NC2CCSc3ccccc32)cc1OC (configuration not stated)	7	6	5	-1	1.4	3	-3	97	-0.1
c1ccc(-c2nc(-c3ccncc3)n[nH]2)nc1	-3	-2	3	3	-3.9	-12	2	113	-0.2
Cc1cc(C)[n+](C)n1CC(O)Cn1c2ccccc2c2ccccc21 (configuration not stated)	1	-15	-20	6	0.0	-3	7	94	0.1

(continued)
SMILES	ZTA counter	BCLXL inh	MCL1-BIM inh	GLD-1 TGE inh	MEX-5 binding	EBNA-1 inh	Fam108B inh	CR mimetic SO	Efflux pump mplx
CC(=O)c1cccc(NC(=S)NCCc2ccc(Cl)cc2)c1	-3	3	-1	6	0.2	-8	4	111	0.0
N#CCCN(C(=O)COC(=O)CCc1nc2ccccc2c(=O)[nH]1)c1ccc(F)cc1	9	2	-4	-6	.	.	.	96	0.2
Cc1ccc(NC(=O)CS(=O)CC(=O)N(c2ccc(C)cc2)C(C)C(=O)NC2CCCCC2)cc1 (configuration not stated)	1	-5	-6	-1	0.3	-5	3	103	0.2
NS(=O)(=O)c1ccc(CCNC(=O)C(=O)c2cn(CC(=O)N3CCOCC3)c3ccccc23)cc1	18	14	17	7	-0.7	2	3	100	0.0
Cc1ccc(Cl)cc1N1CCN(C(=O)C2CCN(S(=O)(=O)c3cccnc3)CC2)CC1	-8	1	-1	3	0.9	1	1	100	0.1
CN1C(=O)CC(C(=O)O)SC1=Nc1cc(Cl)c(O)c(Cl)c1 (configuration not stated)	-7	14	11	3	-2.4	3	1	91	-0.1
O=C(COc1ccc([N+](=O)[O-])cc1Cl)NCCc1ccccc1	-2	6	-2	3	0.0	0	1	96	0.1
N#Cc1cccc(NC(=O)CC2CCCCC2)c1	4	5	3	3	0.2	6	2	89	0.0
Cc1cccc2cc3c(N)c(C(=O)N4CCCc5ccccc54)sc3nc12	-4	16	-24	-17	-21	-7	19*	102	0.6
CC1CCCC(NS(=O)(=O)c2cc3c(cc2Cl)NC(=O)CO3)C1C (configuration not stated)	-7	10	0	6	-3.0	2	4	105	0.0
CC(C)Cn1c(N)c(C(=O)COC(=O)c2cccnc2Cl)c(=O)n(C)c1=O	-9	3	3	-2	2.0	-13	0	103	0.1
C=C(C)Cn1c(=S)[nH]c2ccccc2c1=O	22	10	6	7	1.7	22	1	93	-0.1
CC(=O)c1ccc(OCCCC(=O)Nc2ccc(C)c(S(=O)(=O)N(C)C)c2)cc1	1	3	1	2	2.0	6	-5	80	0.0
O=C(CNS(=O)(=O)c1ccccc1)N/N=C/c1ccccc1[N+](=O)[O-]	-3	0	-2	0	-1.8	-3	1	96	-0.2
CSc1cccc(NC(=S)N(CCC(C)C)C(C)c2ccncc2)c1 (configuration not stated)	-18	5	6	4	0.7	7	0	98	0.0
O=C(O)c1ccc(N/N=C/c2ccc(-c3ccc(Br)cc3)o2)cc1	7	6	1	6	-2.3	7	13	86	-0.4
O=c1cc(-c2cccc(Br)c2)nc(-c2ccccc2F)o1	-1	1	7	2	0.1	12	1	104	0.2
Cc1c(C(=O)N2CCCCC2C)sc2ncnc(N3CCc4ccccc4C3)c12 (configuration not stated)	-5	3	-6	4	2.1	-6	-1	89	0.0
Cn1nc(C(C)(C)C)cc1C(=O)NNC(=O)c1ccc(C(F)(F)F)cc1	-5	-2	0	6	2.1	-7	1	88	-0.1
Cc1c2c(nc3ccccc13)CCC(C(C)(C)C)C2 (configuration not stated)	-3	-5	-9	-1	1.1	-26	-6	111	0.2
COc1ccc(CNC(=O)Cn2ncn3cccc3c2=O)cc1	-13	-1	-3	3	-3.8	-2	-1	89	-0.1
CCCCn1c(N)c(N(CCOC)C(=O)c2ccc(-c3ccc([N+](=O)[O-])cc3)o2)c(=O)[nH]c1=O	-14	-2	-25	3	-3.3	-9	2	95	0.1
Cc1cc(/C=N\NC(=O)COc2cccc3cccnc23)c(C)n1-c1ccc(Br)cc1	-23	7	8	-27	-1.1	-14	0	100	-0.1
CCOC(=O)c1sc(NC(=O)C(CC)Sc2nnc3c4ccccc4n(CC)c3n2)nc1C (configuration not stated)	-2	2	4	-5	-1.3	-22	2	105	0.1
CCOC(=O)NC(=O)/C(C#N)=C(/C)N(C)C	-29	9	-2	0	0.3	-4	1	103	-0.2
CC(C)CNC(=O)NC(=O)COC(=O)c1cccc(NS(=O)(=O)c2ccc(F)c(F)c2)c1	-5	5	3	5	1.1	17	-1	97	-9.9

Quoted from the entries so far for reference:
SMILES	ZTA counter	BCLXL inh	MCL1-BIM inh	GLD-1 TGE inh	MEX-5 binding	EBNA-1 inh	Fam108B inh	CR mimetic SO	Efflux pump mplx
COc1ccc(CNC(=O)Cn2ncn3cccc3c2=O)cc1	-13	-1	-3	3	-3.8	-2	-1	89	-0.1
CCCCn1c(N)c(N(CCOC)C(=O)c2ccc(-c3ccc([N+](=O)[O-])cc3)o2)c(=O)[nH]c1=O	-14	-2	-25	3	-3.3	-9	2	95	0.1
